# Compound activity deposited in PubChem BioAssay by National Center for Advancing Translational Sciences (NCATS).
# S2 tox – cell viability loss in ATXN counter-screen | S2 cells (HEK-293 line with an ATXN2-luciferase reporter) viability, CellTiter-Fluor protease fluorescence, 24 h | Potency, µM (series often up to 56.7 µM), most hits filed as cytotoxic | 400,000 tested, 0.49% active | AID 651635; also: nearly all actives have a fitted effect of over 40% in size
# Nrf2 block – Nrf2 pathway inhibition; A549 ARE-Fluc reporter, luciferase luminescence, 18-24 h; Potency, µM (top dose mostly 46 µM), for the others: at the highest dose activity change, negative = inhibition, most hits filed as inhibitors; 360,000 tested, 2.1% active; also: % is scaled to controls: 0 for no effect and ±100 for the full control effect; nearly all actives have a fitted effect of over 60% in size
#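 Quantitative HTS in A549 cells stably bearing an antioxidant response element-firefly luciferase construct. Inhibition of Nrf2-driven transcription was scored by luminescence after 18-24 h of compound exposure at 37 °C.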
# Nrf2 activator – activators of Nrf2 (ARE) signaling; AID 624171; 410,000 tested, 0.31% active; AREc32 ARE-luciferase reporter (MCF7-derived line), luminescence, 24 h; Potency, µM (doses to about 46.1 µM), without a hit: top-dose activation, hits mostly activators; also: % of control where 0% means no effect; nearly all actives have a fitted effect of over 65% in size
#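 AREc32_Fluc, 1000 cells/well, OPTI-MEM + 5% FBS, o/n 37 deg C 5% CO2; 23 nL cpd by pin tool, 24 hr; Steady-Glo 30 min RT, luminescence.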
# MCF10A rereplic – DNA re-replication induction in MCF 10a cells. 350,000 tested, 2.9% active. MCF 10A DNA re-replication, Hoechst nuclear intensity, 48 h. Potency, µM (doses to about 46.1 µM), without a hit: at the top dose activity, positive = re-replication, actives largely listed as activators. AID 624296; also: % of control where 0% means no effect; nearly all actives have a fitted effect of over 50% in size
# TGFb SMAD3 inh – blocks TGF-b signaling | Potency, µM (series often up to 46.1 µM), without a hit: at the highest dose activity, negative = inhibition, most hits filed as inhibitors | HepG2 CAGA-GFP TGF-b/SMAD3 reporter, GFP fluorescence, 18 h; TGF-beta stimulated, 500 pg/mL final | 410,000 tested, 1.2% active; also: % is scaled to controls: 0 for no effect and ±100 for the full control effect; nearly all actives have a fitted effect of over 65% in size
#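 Read-out: total well GFP (ex488/em500-530) summed from mean per-cell fluorescence. Cells: HEPG2 CAGA-GFP, 1% FBS DMEM, 18 h at 37 degrees C with 500 pg/mL final TGF-beta. Unstimulated wells served as the full-inhibition control; stimulated DMSO wells = 0%.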
# HepG2 tox – HepG2 cytotoxicity, counter-screen for TGF-b inhibitors; HepG2 CAGA-GFP viability, ATP luminescence, 18 h; Potency, µM (series often up to 46.1 µM), for inactives: at the highest dose activity change, negative = cytotoxicity, hits mostly cytotoxic; 410,000 tested, 0.76% active; also: some results filed as inactive show a strong effect at the top dose
#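 CellTiter-Glo luminescence gave cytotoxicity after 18 hours at 37 degrees C. The cells were HepG2 CAGA-GFP in 1% FBS DMEM, stimulated with 500 pg/mL TGF-beta after compound addition. %Activity was normalised to no-cell wells (complete cell-killing) and DMSO (no toxicity), and curves were fitted and classified.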
# A549 tox – A549 cytotoxicity, counter-screen for Nrf2 inhibitors. 390,000 tested, 0.16% active. Potency, µM (doses to about 46 µM), for the others: at the highest dose activity change, negative = cytotoxicity, hits mostly inhibitors. AID 504648. A549 ARE-Fluc cells, CellTiter-Fluor viability, 18-24 h; also: % is scaled to controls: 0 for no effect and ±100 for the full control effect
#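 A549 ARE-Fluc cells in 5% FBS OPTI-MEM, 5000 cells/well, rested 2 h then exposed to compounds in concentration-response for 18-24 h at 37 °C. Viability by CellTiter-Fluor fluorescence (Ex 405/Em 525) after 30 min; luciferase luminescence (BugLite, 15 min, RT) read afterwards.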
# EPAC2 antagonist – antagonists of human EPAC2; 360,000 tested, 0.18% active; Q8WZA2; AID 720708; EPAC2 GEF exchange of Rap1B-BODIPY-GDP, fluorescence; Potency, µM (doses to about 114 µM), for the others: at the highest dose activity, negative = inhibition, hits mostly inhibitors; also: % is scaled to controls: 0 for no effect and ±100 for the full control effect; nearly all actives have a fitted effect of over 45% in size; many of its hits are not listed in these tables
# Target sequence (Q8WZA2 whole entry, looked up): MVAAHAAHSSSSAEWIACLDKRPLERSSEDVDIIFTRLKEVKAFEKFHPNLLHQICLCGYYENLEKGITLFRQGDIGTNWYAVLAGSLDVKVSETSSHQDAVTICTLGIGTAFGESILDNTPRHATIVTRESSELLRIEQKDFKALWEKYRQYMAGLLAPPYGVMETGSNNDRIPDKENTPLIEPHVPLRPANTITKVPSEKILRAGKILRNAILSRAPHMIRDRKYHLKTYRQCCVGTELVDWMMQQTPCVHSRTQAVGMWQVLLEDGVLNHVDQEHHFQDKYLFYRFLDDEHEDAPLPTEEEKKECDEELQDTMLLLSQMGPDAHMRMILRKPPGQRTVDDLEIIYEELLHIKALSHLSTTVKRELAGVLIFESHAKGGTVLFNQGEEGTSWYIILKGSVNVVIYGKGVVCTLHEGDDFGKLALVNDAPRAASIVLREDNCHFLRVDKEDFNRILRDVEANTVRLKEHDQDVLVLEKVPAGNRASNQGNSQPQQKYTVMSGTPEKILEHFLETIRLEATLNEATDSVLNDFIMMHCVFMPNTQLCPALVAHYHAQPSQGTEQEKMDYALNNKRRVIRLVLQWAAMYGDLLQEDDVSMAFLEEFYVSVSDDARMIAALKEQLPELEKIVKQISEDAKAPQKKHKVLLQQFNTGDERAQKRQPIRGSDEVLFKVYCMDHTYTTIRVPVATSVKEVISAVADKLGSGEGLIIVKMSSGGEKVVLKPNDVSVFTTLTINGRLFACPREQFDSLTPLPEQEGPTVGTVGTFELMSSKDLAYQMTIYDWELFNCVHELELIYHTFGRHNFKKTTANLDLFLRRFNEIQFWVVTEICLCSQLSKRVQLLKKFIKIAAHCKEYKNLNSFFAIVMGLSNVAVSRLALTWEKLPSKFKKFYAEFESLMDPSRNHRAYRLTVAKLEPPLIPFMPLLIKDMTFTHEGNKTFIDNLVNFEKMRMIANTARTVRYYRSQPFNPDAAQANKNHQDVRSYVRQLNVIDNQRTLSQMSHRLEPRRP
# ATXN2 expr inh – ATXN2 expression inhibition. Potency, µM (series often up to 57 µM), for the others: at the top dose activity change, negative = inhibition, actives largely listed as inhibitors. 360,000 tested, 0.72% active. HEK-293 ATXN2-luciferase reporter, luminescence, 24 h; also: % is scaled to controls: 0 for no effect and ±100 for the full control effect; nearly all actives have a fitted effect of over 55% in size
#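 qHTS (up to 57 uM final) was run with 24 h compound exposure of reporter cells at 37 °C. Each well was multiplexed: SteadyGlo luminescence measured ATXN2-luciferase expression after a fluorogenic Gly-Phe-AFC viability readout (25 uM final).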
# The depositor's hits bear a star; i = inactive; ? = inconclusive; · = no result given; [ ] = remark or other dose. Calls follow the shape of the dose curve; as a rule, active = well fitted curve in the direction sought with a large enough effect; inconclusive = small, poorly fitted or top-dose-only effect, or another doubt; inactive = no such curve, though single readings can be large; an effect the other way counts as inactive or inconclusive. Potency is read from the fitted curve at half-maximal effect.
SMILES,S2 tox,Nrf2 block,Nrf2 activator,MCF10A rereplic,TGFb SMAD3 inh,HepG2 tox,A549 tox,EPAC2 antagonist,ATXN2 expr inh
Cc1ccc(N(CC(=O)N/N=C/c2cccs2)S(C)(=O)=O)cc1,i,-2%,2.1%,-2%,-8%,2%,2%,7%,15%
O=C(COC(=O)c1nc(Cl)ccc1Cl)NC1CCCCCC1,i,5%,-0.2%,-2%,-7%,2%,-11%,18%,4%
Cn1c(=O)c2c(SCc3ccccc3)nc(C3CC3)nc2n(C)c1=O,i,-11%,-0.1%,?,-2%,-1%,-15%,-22%,3%
COc1ccc(N(C(C)C(=O)NCCSCc2cccc(Cl)c2)S(C)(=O)=O)cc1 (configuration not stated),i,-16%,3.6%,3%,-6%,-12%,-7%,1%,·
CCc1ccc(N2CCN(S(=O)(=O)CC34CCC(CC3=O)C4(C)C)CC2)cc1 (configuration not stated),i,?,0.2%,?,-5%,-6%,-1%,-2%,-28%
CSc1ncc(CN2CCc3c([nH]c4ccccc34)C2C(C)(C)C)cn1 (configuration not stated),i,-16%,0.4%,27%,?,-6%,0%,-5%,-11%
CC1CCN(c2ccc(C(=O)O)cc2)CC1,i,-1%,0.3%,-5%,14%,-20%,-1%,-6%,5%
CC(C)C(NC(=O)c1c(F)cccc1F)C(=O)N1CCN(c2ncccn2)CC1 (configuration not stated),?,1%,-0.3%,5%,7%,-1%,0%,16%,·
O=C(NNc1c(Cl)cncc1Cl)c1cccs1,i,-13%,-0.3%,0%,-17%,18%,-16%,2%,4%
C/C(=N\NC(=O)C(c1ccncc1)N1CCOCC1)c1ccc(Br)cc1 (configuration not stated),i,15%,-0.2%,-10%,-20%,-2%,12%,-17%,7%

# In the list so far, these have four or more nitrogen atoms:
SMILES,S2 tox,Nrf2 block,Nrf2 activator,MCF10A rereplic,TGFb SMAD3 inh,HepG2 tox,A549 tox,EPAC2 antagonist,ATXN2 expr inh
Cn1c(=O)c2c(SCc3ccccc3)nc(C3CC3)nc2n(C)c1=O,i,-11%,-0.1%,?,-2%,-1%,-15%,-22%,3%
CSc1ncc(CN2CCc3c([nH]c4ccccc34)C2C(C)(C)C)cn1 (configuration not stated),i,-16%,0.4%,27%,?,-6%,0%,-5%,-11%
CC(C)C(NC(=O)c1c(F)cccc1F)C(=O)N1CCN(c2ncccn2)CC1 (configuration not stated),?,1%,-0.3%,5%,7%,-1%,0%,16%,·
C/C(=N\NC(=O)C(c1ccncc1)N1CCOCC1)c1ccc(Br)cc1 (configuration not stated),i,15%,-0.2%,-10%,-20%,-2%,12%,-17%,7%

# (more compounds)
SMILES,S2 tox,Nrf2 block,Nrf2 activator,MCF10A rereplic,TGFb SMAD3 inh,HepG2 tox,A549 tox,EPAC2 antagonist,ATXN2 expr inh
COc1ccc(NC(=O)c2cc(-c3ccccc3O)n[nH]2)cc1Cl,?,12%,7.4%,?,-13%,-2%,12%,9%,-31%
CC1(c2ccccc2)NC(=O)N(CC(=O)NC(=O)NCc2ccco2)C1=O (configuration not stated),i,·,-0.4%,3%,14%,8%,-6%,5%,-3%
Cc1cc(C(=O)NNCc2ccccc2)no1,i,10%,0.2%,0%,6%,-23%,-14%,4%,6%
CC1(NC(=O)c2cccc(S(=O)(=O)N3CCN(c4ccc(F)cc4)CC3)c2)CCS(=O)(=O)C1 (configuration not stated),i,?,-1.0%,2%,-10%,-14%,-5%,-7%,-9%
COc1ccc(C(=O)OCC(=O)c2ccc(Br)s2)c(OC)c1,i,3%,8.7%,4%,-5%,2%,-10%,-5%,5%
COc1ccc(/C=C/C(=O)NC(=S)NN2CCCCC2c2cccnc2)cc1 (configuration not stated),i,?,6.7%,-5%,-19%,-37%,12%,30%[activator],·
N#Cc1ccc(CSc2nc(N)cc(N)n2)cc1,i,-2%,1.8%,-26%,-2%,-8%,0%,2%,6%
Cc1cc(N2CCN(c3cccc(C(F)(F)F)c3)CC2)n2ncnc2n1,i,?,0.2%,-3%,0%,-1%,-15%,4%,-30%
O=C(NCc1ccc(F)cc1)c1cccc2c1C(=O)c1ccc(N3CCOCC3)cc1S2(=O)=O,i,-3%,0.0%,33%,13%,1%,-10%,84%[activator],-5%
CCCCNC(=O)C1(NC(=O)Nc2ccc(C)cc2)CCCCC1,i,-2%,-0.6%,?,9%,7%,-6%,-17%,-17%
CCCCNC(=O)N(O)C1N(/N=C/c2ccco2)C(=S)SC1(C)C (configuration not stated),i,0%,-0.9%,10%,2%,-13%,-6%,-2%,7%
O=C(CSc1nc2ccccc2s1)N/N=C/c1ccco1,i,-2%,5µM*,3%,-26%,-24%,-1%,?,8%
COCCCNC(=O)CC1C[C@H](C(=O)N(C(C)C)C(C)C)[C@@]2(C)c3[nH]c4ccccc4c3CCN2C1=O (some centres not stated),i,-2%,0.3%,7%,-13%,12%,4%,-3%,7%
N#C/C(=N\Nc1cc(Cl)cc(Cl)c1)c1nnc2n1CCCCC2,i,18µM*,-0.6%,?,?,-26%,?,-23%,-35%
O=c1ccc(-c2ccccc2)nn1Cc1ccccc1,i,-12%,5.3%,-5%,3%,-19%,-3%,?,2%
O=C(c1cc(-c2ccc(Cl)c(Cl)c2)on1)N1CCOCC1,i,?,2.6%,2%,-4%,-7%,-1%,-1%,31%[activator]
O=C1c2ccccc2[C@@H]2C[C@H](NC34CC5CC(CC(C5)C3)C4)[C@@H](O)CCN12,?,8%,-1.1%,0%,-15%,-6%,2%,4%,3%
CC(=O)Nc1ccc(C(=O)OCC(=O)c2ccc(C)c([N+](=O)[O-])c2)cc1,i,-17%,-0.3%,0%,13%,-4%,2%,-1%,-5%
CN(CCC#N)C(=O)Cn1nc(Cc2ccncc2)c2ccccc2c1=O,i,-4%,-0.7%,17%,-25%,-14%,1%,6%,-6%
COc1ccccc1N1CCN(C(=O)Cn2c(=O)n3nc(-c4ccc(C)cc4)nc3c3ccccc32)CC1,i,·,0.6%,·,0%,-1%,-1%,·,4%
CCOc1cc(C(=S)N2CCOCC2)ccc1O,i,-4%,-0.2%,-10%,4%,-3%,-6%,5%,0%
COc1cccc(N2CC(NC(=O)C3CCCCC3)CC2=O)c1 (configuration not stated),·,·,7.2%,·,0%,1%,14%,·,·
COc1cccc(CN2CCC(C(=O)N3CCN(Cc4ccc5c(c4)OCO5)CC3)CC2)c1,i,-7%,-0.4%,14%,6%,-10%,-2%,4%,-5%
CC(=O)OCc1c(COC(C)=O)[n+](=O)c2ccccc2n1[O-],i,3%,0.0%,-2%,6%,-2%,-5%,12%,2%
COc1ccc(C(C(=O)NC2CCCCC2)N(Cc2cccs2)C(=O)Cc2c[nH]c3ccccc23)cc1 (configuration not stated),?,?,2.7%,27%,?,2%,?,-1%,?
COc1ccc2c(c1O)-c1ccccc1CCN(C)C2,i,0%,-0.4%,-10%,0%,-4%,1%,10%,3%
O=C(NCC1CCCO1)c1ccc(Cl)c(S(=O)(=O)N2CCCCC2)c1 (configuration not stated),i,-25%,-0.8%,-8%,-14%,-5%,-1%,-2%,-14%
O=C(NCc1ccccc1)C1=C[C@H](c2coc3ccccc3c2=O)C[C@H](OCc2ccc(CO)cc2)O1,i,-6%,3.8%,-23%,?,0%,-10%,-16%,-8%
COC(=O)CN(C#N)c1nc(NCc2ccccc2)nc(OC)n1,?,-8%,11%,10%,19%,-38%,-12%,-8%,·
COc1ccc(-c2csc(NC(C)c3nc4cc(Cl)c(Cl)cc4n3CCCO)n2)cc1 (configuration not stated),·,?,-0.4%,?,?,-62%,?,-16%,?
O=C(CSc1nncn1-c1ccccc1)Nc1ccc(N2CCOCC2)cc1,i,3%,0.0%,?,?,-1%,6%,-3%,4%
CN(C)CCCNC(=O)C1(O)c2cc(Br)ccc2NC(=O)N1c1c(F)cccc1F (configuration not stated),i,8%,0.6%,1%,9%,3%,-3%,1%,·
Cc1ccc(COCCN2CCN(S(=O)(=O)c3ccc(C)cc3)CCC2=O)cc1,i,?,3.1%,-7%,?,-16%,1%,1%,-12%
O=C1CC(O)(C(F)F)Oc2ccc3ccccc3c21 (configuration not stated),i,2%,0.2%,-7%,-21%,-35%,1%,0%,-6%
CCc1ccccc1Nc1nn2c(=O)c3ccc(C(=O)NCc4ccccc4OC)cc3nc2s1,i,?,-0.2%,·,29%,1%,9%,·,?
O=S(=O)(c1ccccc1)N1CCN(CCOc2ccc(F)cc2)CC1,?,·,-0.7%,·,-28%,-17%,·,13%,·
CCOC(=O)N1CCN(C(=O)C2CCN(S(=O)(=O)c3ccc(F)cc3)CC2)CC1,i,2%,0.2%,-3%,16%,6%,1%,6%,6%
O=C(CNS(=O)(=O)c1ccccc1)OCC(=O)c1c[nH]c2ccccc12,i,7%,2.4%,0%,24%,-5%,-3%,0%,·
COc1cc(NC(=O)COCc2cc(-c3ccc4c(c3)OCO4)on2)cc(OC)c1,·,-2%,-0.5%,·,-8%,-6%,3%,·,·
COc1ccc(/C=C(\NC(=O)c2ccccc2)C(=O)NCc2cccnc2)cc1,i,6%,-0.5%,-3%,17%,-3%,-2%,0%,2%
CCOC(=O)c1ccccc1NC(=O)Cn1c2ncccc2c(=O)n1-c1ccccc1,i,?,-0.6%,·,-1%,0%,9%,·,2%
O=C(NC1CCCCC1)C(c1ccc2ncccc2c1)N(Cc1cccs1)C(=O)c1cccs1 (configuration not stated),?,-20%,2.1%,4%,-25%,1%,-8%,-2%,-5%
COC(=O)Nc1sc2c(c1C(=O)NCc1ccco1)CCC2,i,10%,?,2%,49%[activator],-8%,-1%,-6%,2%
CCOC(=O)Cc1csc(NC(=O)c2cc(OC)cc(OC)c2)n1,i,-4%,0.3%,4%,-3%,-27%,2%,-2%,-13%
CC(OC(=O)c1ccc2noc(-c3ccccc3)c2c1)C(N)=O (configuration not stated),i,?,26%,7%,-11%,-16%,1%,-9%,3%
O=C(CCCCCN1C(=O)c2cccc3cccc(c23)C1=O)NCCCO,i,-4%,3.8%,?,32%,-30%,4%,-2%,-7%
CC(=O)O/N=C/c1c(N2CCOCC2)n(C)c2ccccc12,?,6.5µM*,0.4%,20%,0%,-38%,·,0%,?

# Not all compounds are listed; the hit share may differ from the screen's.
